# High-throughput results as filed in PubChem.
# BLM inh: inhibitors of human Bloom syndrome helicase BLM | P54132 | recombinant BLM DNA unwinding, fluorescence dequenching | Potency, µM (top dose mostly 56.1 µM), inactives show at the top dose activity change, negative = inhibition, actives largely listed as inhibitors | 0.2% of 350,000 active | AID 2528;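 also: potency is read from the fitted curve at half-maximal effect; plate controls were vehicle for no effect and no enzyme for full effect; nearly all actives have a fitted effect of over 35% in size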
# ALOX12 inh: ALOX12 (human) lipoxygenase inhibition. P18054. purified 12hLO, xylenol orange hydroperoxide absorbance. Potency, µM (titrated, usually from 108 µM), without a hit: at the highest dose activity change, negative = inhibition, most hits filed as inhibitors. 1.1% of 580,000 active. AID 1671190; also: potency is read from the fitted curve at half-maximal effect; % is scaled to controls: 0 for no effect and ±100 for the full control effect
#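 Hydroperoxide product was detected by ferrous iron/xylenol orange as the 573 to 405 nm absorbance ratio. Arachidonic acid at 40 uM (final) was turned over for 30 min at room temperature by 150 nM human 12hLO, pH 7.0 Hepes buffer, after 15 min compound preincubation.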
# ERG-DNA inh: inhibitors of human ERG Ets domain-DNA interaction; 0.028% of 370,000 active; AID 624246; Potency, µM (top dose mostly 76.9 µM), without a hit: at the top dose FP activity, negative = inhibition, most hits filed as inhibitors; fluorescence polarization, His-ERG Ets domain / labelled DNA; active = well fitted inhibition curve with a large enough effect in the polarisation, with a control signal flat; inconclusive = small, poorly fitted or top-dose-only effect, or effect the other way, or a change in a side signal; inactive = no such curve, though single readings can be large or run the other way; the % refers to the polarisation;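 also: polarization taken with two DNA probes labelled with fluorescein and Texas red; potency is read from the fitted curve at half-maximal effect; % of control where 0% means no effect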
#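 His-tagged ERG Ets domain (1 uM in the protein solution; 300mM KCl, 50mM Tris-HCl, 1mM EDTA, 1mM DTT, pH 7.5) received compound, then a probe mix of 5 nM fluorescein-DNA and 100nM Texas-615-DNA. Fluorescence polarization was read for both dyes.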
# APE1 inh: inhibitors of human APE1 endonuclease; P27695; recombinant APE1, TAMRA/BHQ-2 abasic DNA cleavage fluorescence; Potency, µM (titrated, usually from 65.8 µM), for the others: top-dose activity change, negative = inhibition, usual class: inhibitors; 0.35% of 350,000 active;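 also: potency is read from the fitted curve at half-maximal effect; plate controls were vehicle for no effect and reference inhibitor for full effect; nearly all actives have a fitted effect of over 55% in size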
#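 Step 1: APE1 (0.75 nM) with compound, 15 min RT. Step 2: add 50 nM fluorophore/quencher THF duplex. Step 3: three fluorescence reads 60 s apart (525/598 nm); read 3 minus read 1 = reaction progress.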
# Anesthetic bind: candidate novel general anesthetic via apoferritin binding; P02791; apoferritin/1-aminoanthracene competitive binding, fluorescence; Potency, µM (highest dose often 77.5 µM), without a hit: top-dose activity change, negative = displacement, hits mostly inhibitors; 0.074% of 350,000 active; AID 485281; also: potency is read from the fitted curve at half-maximal effect; % is scaled to controls: 0 for no effect and ±100 for the full control effect; nearly all actives have a fitted effect of over 20% in size
# Target sequence (P02791 2-175 limits assumed): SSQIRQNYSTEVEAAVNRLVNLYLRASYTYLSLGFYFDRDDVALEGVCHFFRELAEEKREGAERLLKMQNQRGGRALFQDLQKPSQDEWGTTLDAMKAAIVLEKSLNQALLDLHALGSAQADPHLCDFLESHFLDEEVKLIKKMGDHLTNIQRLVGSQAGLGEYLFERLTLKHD
#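 In PBS, apoferritin at 10 uM is loaded with 1-AMA from a 50% saturated solution. After 10 min of compound exposure at ambient temperature, reduced 535 nm fluorescence indicates probe displacement.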
# Pol kappa inh: DNA polymerase kappa (human) inhibition; AID 588579; Potency, µM (titrated, usually from 107 µM), for the others: top-dose activity, negative = inhibition, usual class: inhibitors; purified Pol kappa, fluorescent DNA synthesis assay, 10 min; Q9UBT6; 0.53% of 400,000 active; also: potency is read from the fitted curve at half-maximal effect; % is scaled to controls: 0 for no effect and ±100 for the full control effect
# Target sequence (Q9UBT6 whole entry, looked up): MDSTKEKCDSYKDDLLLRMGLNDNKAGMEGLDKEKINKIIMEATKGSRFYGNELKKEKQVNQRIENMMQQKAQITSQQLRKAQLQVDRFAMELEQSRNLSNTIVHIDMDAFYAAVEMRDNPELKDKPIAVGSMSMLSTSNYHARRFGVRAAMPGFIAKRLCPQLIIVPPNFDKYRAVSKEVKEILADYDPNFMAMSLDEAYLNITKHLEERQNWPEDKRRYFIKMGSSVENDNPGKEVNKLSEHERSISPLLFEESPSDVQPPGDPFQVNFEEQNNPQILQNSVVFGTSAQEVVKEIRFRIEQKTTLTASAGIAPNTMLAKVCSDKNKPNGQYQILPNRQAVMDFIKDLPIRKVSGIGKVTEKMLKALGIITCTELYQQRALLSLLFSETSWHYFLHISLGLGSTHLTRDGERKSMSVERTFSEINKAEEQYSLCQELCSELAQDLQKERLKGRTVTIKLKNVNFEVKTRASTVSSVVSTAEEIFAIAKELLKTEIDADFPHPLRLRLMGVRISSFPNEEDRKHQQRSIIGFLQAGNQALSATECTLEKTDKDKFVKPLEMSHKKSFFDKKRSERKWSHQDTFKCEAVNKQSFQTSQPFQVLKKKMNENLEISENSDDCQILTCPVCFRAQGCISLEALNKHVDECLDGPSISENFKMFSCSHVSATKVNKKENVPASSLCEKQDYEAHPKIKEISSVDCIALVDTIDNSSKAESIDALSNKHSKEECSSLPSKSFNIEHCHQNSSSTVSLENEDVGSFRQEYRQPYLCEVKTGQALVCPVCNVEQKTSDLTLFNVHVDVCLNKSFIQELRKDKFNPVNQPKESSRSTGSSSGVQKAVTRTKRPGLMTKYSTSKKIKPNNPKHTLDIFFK
#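 Inhibition of 10 nM Pol kappa is measured by a fluorescent read-out at 0 and 10 min following addition of 50 nM substrate (final), with a 15-min room-temperature compound preincubation.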
# TRHR agonist: agonists of human TRH receptor. TRHR cells, calcium flux fluo-8, FDSS agonist mode. activation, % at 2 µM. 0.18% of 360,000 active. AID 493084; in the data active = activation above about 30%; also: 0% is about no effect
#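 Agonist-mode FDSS calcium read (Ex 480/Em 530, 1 s cycles) in 1536-well TRHR cells with fluo-8 dye, after 10-cycle baseline and 23 nL compound addition; TRH at EC20 (10 nM final) added afterwards for the enhancer phase.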
# Pol iota inh: blocks human DNA polymerase iota activity; Pol iota fluorescent replication assay, 10 min; Q9UNA4; 1% of 390,000 active; Potency, µM (series often up to 115 µM), without a hit: top-dose activity, negative = inhibition, actives largely listed as inhibitors; also: potency is read from the fitted curve at half-maximal effect
#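 Pol iota at 10 nM preincubated 15 min with compounds at room temperature; reaction started with fluorescent substrate, 50 nM final. Fluorescence read kinetically at 0 and 10 min; buffer-only wells as negative control.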
# Pol beta inh: inhibitors of human DNA polymerase beta. P06746. AID 485314. Pol beta primer extension/strand displacement, fluorescence kinetic. Potency, µM (titrated, usually from 114 µM), for inactives: top-dose activity change, negative = inhibition, actives largely listed as inhibitors. 1.3% of 340,000 active; also: potency is read from the fitted curve at half-maximal effect; % is scaled to controls: 0 for no effect and ±100 for the full control effect
#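 Enzyme-only controls used 10 nM Pol beta; buffer lacking enzyme served as negative control. Compound preincubated 15 min, then 50 nM substrate added; 0 and 10 min reads at room temperature.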
# * hit, by the source's call; ? = inconclusive; . = no result given; & = joins results of further samples; [ ] = dose if it differs, or a comment. Unless noted, calls follow the shape of the dose curve; as a rule, active = well fitted curve in the direction sought with a large enough effect; inconclusive = small, poorly fitted or top-dose-only effect, or another doubt; inactive = no such curve, though single readings can be large; an effect the other way counts as inactive or inconclusive. These rows are one share of the data; count on the stated rates, not on these rows.
SMILES,BLM inh,ALOX12 inh,ERG-DNA inh,APE1 inh,Anesthetic bind,Pol kappa inh,TRHR agonist,Pol iota inh,Pol beta inh
Cn1c(=O)c2c(ncn2CC(=O)N2CCN(S(=O)(=O)c3ccccc3)CC2)n(C)c1=O,1%,-3%,12%,3%,-9%,-7%,0.0,11%,-17%
CC1(C)Cc2c(ccc3ccccc23)/C(=C/C#N)N1,-6%,40µM*,.,-7%,-3%,-14%,-0.7,-9%,-7%
Cc1ccsc1CNn1cnnc1SCc1ccc(Cl)cc1,0%,?,6%,-8%,0%,-15%,-0.9,10%,-2%
CCc1ccc(Nc2nnc(SCC(=O)Nc3cccc(S(=O)(=O)NC4=NCCCCC4)c3)s2)cc1,-4%,-14%,2%,8%,0%,-13%,-0.2,18%,4%
CCOc1ccc(Nc2nc(Cc3nnc(SCC(=O)NCC4CCCO4)n3C)cs2)cc1 (centres undefined),-3%,-12%,7%,12%,-11%,2%,0.9,49%[activator],41%
CSc1ccc(CN(C)C(C)C(=O)Nc2ccc(F)c(F)c2F)cc1 (centres undefined),-11%,-12%,-5%,3%,0%,-13%,0.4,-11%,2%
CC(C)(C)C1=C(C#N)C(c2ccncc2)C(C#N)=C(N)O1 (centres undefined),-10%,-26%,0%,0%,-2%,-18%,0.9,24%,8%
COc1cccc(-c2nn(C)c3sc(C(=O)N4CCN(c5ccccn5)CC4)cc23)c1,-4%,.,5%,-7%,-14%,-4%,0.2,0%,2%
CCOCCc1nnc(NC(=O)CCC2CCCCC2)s1,-1%,0%,1%,15%,-11%,-13%,0.0,0%,2%
O=C(NNc1nc2c(F)cccc2s1)c1ccc(F)cc1,-8%,2%,7%,16%,-4%,-2%,0.3,13%,50%
Cc1cc(C(=O)Nc2ccc(-n3c(C)nc4ccccc4c3=O)cc2)ccc1[N+](=O)[O-],-1%,-1%,2%,.,26%,5%[60.1 µM],-0.5,27%,11%
COc1cccc(C(=O)Nc2ccc(-c3nc4ccc(C)cc4s3)cc2)c1OC,-3%,-10%,1%,.,-9%,0%[60.1 µM],0.4,16%,-6%
CCC(=O)NC(c1ccc(C)cc1)c1cc([N+](=O)[O-])c2cccnc2c1O (centres undefined),-18%,11µM*,-2%,-3%,-1%,-27%,-2.0&0.9,23%,-16%
NS(=O)(=O)c1ccc(CNC(=O)c2cc(-c3cccnc3)nc3ccccc23)cc1,3%,-8%,1%,-6%[12.4 µM],-8%,-7%,0.3,92%[activator],10%
CCOC(=O)c1nn(-c2ccc(C)c(C)c2)cc1O,-10%,-16%,-4%,3%,-23%,-5%,-1.1,-4%,36%
CCN(Cc1ccccc1)c1ccc(/C=C(\C#N)c2ccccn2)cc1,-10%,?,4%,3%,-10%,0%,5.0,20%,-3%[57.1 µM]
COC(=O)[C@]1(Cc2ccccc2)N[C@H](CN(C)C(=O)COc2ccccc2)[C@@H]2C(=O)N(Cc3ccccc3)C(=O)[C@@H]21,.,2%,15%,-10%,.,7%,.,22%,.
CC(C)=C1C2CCC1C(C(=O)NCc1ccccc1)C2C(=O)O (centres undefined),2%,11%,-1%,-2%,-19%,1%,-0.1,-5%,0%
C(=N\N(Cc1ccccc1)c1ccccc1)/c1ccco1,-14%,?,-11%,-2%,8%,-9%,-0.1,42%[activator],3%
COCCCNC(=O)Cn1c(=O)n(CC(=O)NCCc2ccc(OC)c(OC)c2)c(=O)c2sccc21,2%,1%,-17%,-3%,2%,16%,0.7,15%,1%
Cc1cc(NC(=O)C(=O)NCCN2CCN(S(C)(=O)=O)CC2)ccc1Br,-6%,-9%,-7%,1%,-5%,-6%,-0.6,64%[activator],-1%
COc1cc2oc(=O)cc(-c3ccc(-c4ccc(C(F)(F)F)cc4)cc3)c2c(OC)c1OC,-3%[75.6 µM],.,-6%,31%&-8%,-20%,11%,.,14%,.
O=C(NC1CCN(Cc2ccccc2)CC1)c1cccc(Br)c1,0%,14%,-28%,-9%,-9%,6%,-0.1,61%[activator],4%
COc1ccc(-c2nc(C#N)c(NCCCN3CCOCC3)o2)cc1,5%,-8%,4%,?,3%,-16%,-0.5,2%,10%
COCCNC(=O)C(=O)Nc1cc2c3c(c1)C(C)C(=O)N3CCC2 (centres undefined),-2%,9%,-2%,-5%,-1%,3%,0.4,19%,8%

# Five of the entries above in order of the ERG-DNA inh value, falling.
SMILES,BLM inh,ALOX12 inh,ERG-DNA inh,APE1 inh,Anesthetic bind,Pol kappa inh,TRHR agonist,Pol iota inh,Pol beta inh
Cn1c(=O)c2c(ncn2CC(=O)N2CCN(S(=O)(=O)c3ccccc3)CC2)n(C)c1=O,1%,-3%,12%,3%,-9%,-7%,0.0,11%,-17%
COc1cccc(C(=O)Nc2ccc(-c3nc4ccc(C)cc4s3)cc2)c1OC,-3%,-10%,1%,.,-9%,0%[60.1 µM],0.4,16%,-6%
CCC(=O)NC(c1ccc(C)cc1)c1cc([N+](=O)[O-])c2cccnc2c1O (centres undefined),-18%,11µM*,-2%,-3%,-1%,-27%,-2.0&0.9,23%,-16%
COc1cc2oc(=O)cc(-c3ccc(-c4ccc(C(F)(F)F)cc4)cc3)c2c(OC)c1OC,-3%[75.6 µM],.,-6%,31%&-8%,-20%,11%,.,14%,.
Cc1cc(NC(=O)C(=O)NCCN2CCN(S(C)(=O)=O)CC2)ccc1Br,-6%,-9%,-7%,1%,-5%,-6%,-0.6,64%[activator],-1%

# Remaining list, next part
SMILES,BLM inh,ALOX12 inh,ERG-DNA inh,APE1 inh,Anesthetic bind,Pol kappa inh,TRHR agonist,Pol iota inh,Pol beta inh
COCCn1c(-c2ccc(Cl)cc2)cnc1SCC(=O)NCc1cccs1,-5%,-21%,-11%,1%,-15%,6%,-1.5,-4%,6%
COc1cccc(Oc2ccc(S(=O)(=O)N3CCCC3)cc2[N+](=O)[O-])c1,-18%,2%,10%,-6%,1%,-5%,-0.9,7%,12%
COc1ccnc(Oc2ccc(F)cc2)c1C(=O)N/C=N/OCc1c(Cl)cccc1Cl,-5%,0%,.,-7%,-6%,-6%[60.1 µM],-0.2,?,?
CCCCn1c(NC(=O)c2ccccc2)nc2ccccc21,-7%,18%,.,-2%,-19%,-5%[60.1 µM],-0.5,41%[activator],-7%
COc1ccc([C@@H]2C[C@H](c3ccccc3)Oc3cc(C)cc(C)c32)cc1,-2%,1.1µM*,-4%,8%,5%,5%,0.8,16%,16%
O=C(NNc1ccc(Cl)cc1)c1c(F)cccc1Cl,-6%,-4%,2%,2%,-1%,7%,-0.1,144%[activator],7%
COc1ccc(N2CCN(C(=O)CSc3nnc(-c4ccco4)n3C)CC2)cc1,0%,5%,5%,7%,-2%,-12%,0.4,26%,68%
COCC(=O)Nc1cc(C)cn(Cc2ccc(F)cc2)c1=O,-1%,25%,7%,26%,5%,12%,0.0,34%,36%
Cc1cc(C)c(C)c(S(=O)(=O)NC(C(=O)O)C(C)C)c1C (centres undefined),-9%,3%,9%,-1%,-1%,0%,0.4,22%,1%
O=C1CSC(=S)N1Cc1cccnc1,-6%,0%,?,?,-7%,-19%,2.4,?,-24%
O=C(COc1cc2oc(=O)c3c(c2cc1Cl)CCC3)Nc1ccccn1,-4%,1%,-7%,31%,-3%,-6%,-0.1,22%,1%
COC(=O)N1CCC[C@@]2(CCN(c3ncccn3)C2)C1,-2%,4%[57.4 µM],.,2%,.,-8%[60.1 µM],.,.,.
O=C(C[C@@H]1C/C=C\CCCC(=O)OC[C@@H](c2ccccc2)NC1=O)NCCO,.,-6%,10%,-5%,.,2%,.,6%,.
COc1ccccc1CC(NC(C)=O)C(=O)NC1CCN(C(=O)c2ccc(C)cc2)CC1 (centres undefined),-4%,3%,2%,4%,-6%,8%,-1.3,137%[activator],48%
Fc1ccc(-c2ccc3c(c2)C2CC3CCN2)cc1 (centres undefined),.,-6%,7%,.,.,6%,.,2%,.
C[C@H](CO)N1C[C@H](C)[C@@H](CN(C)S(C)(=O)=O)Oc2ccc(NC(=O)c3ccncc3)cc2C1=O,.,-11%,2%,25%,.,3%,.,19%,.
Cn1c(=O)c2nc(SCC(=O)Nc3cc(Cl)cc(Cl)c3)n(C)c2n(C)c1=O,-1%,0%,0%,.,28%,-11%[60.1 µM],0.7,4%,-17%
O=[N+]([O-])c1ccc(Oc2cccnc2)nc1,0%,1%,-4%,1%,-9%,-16%,0.8,153%[activator],3%

# Marked active in ALOX12 inh (from the list above):
SMILES,BLM inh,ALOX12 inh,ERG-DNA inh,APE1 inh,Anesthetic bind,Pol kappa inh,TRHR agonist,Pol iota inh,Pol beta inh
CC1(C)Cc2c(ccc3ccccc23)/C(=C/C#N)N1,-6%,40µM*,.,-7%,-3%,-14%,-0.7,-9%,-7%
CCC(=O)NC(c1ccc(C)cc1)c1cc([N+](=O)[O-])c2cccnc2c1O (centres undefined),-18%,11µM*,-2%,-3%,-1%,-27%,-2.0&0.9,23%,-16%
COc1ccc([C@@H]2C[C@H](c3ccccc3)Oc3cc(C)cc(C)c32)cc1,-2%,1.1µM*,-4%,8%,5%,5%,0.8,16%,16%
